Screens: PubChem, several laboratories
hK5 inh = inhibitors of human kallikrein 5 | Q9Y337 | recombinant hK5, fluorogenic AMC substrate cleavage | inhibition, % at 5 µM | 210,000 compounds, 0.59% hits;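 active = inhibition of 40% or more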;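 note: 0% = enzyme controls without compound and 100% = no-enzyme blanks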
FXIIa inh = inhibitors of human coagulation factor XIIa; P00748; purified FXIIa, Boc-QGR-AMC fluorogenic substrate, 2 h; inhibition, % at 5 µM; 220,000 compounds, 0.3% hits; AID 800; in the data active = inhibition above about 40%;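 note: 0% = enzyme with no compound and 100% = blank without enzyme; many of its hits are not listed in these tables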
Rad51 HR inh = Rad51 (human) homologous recombination inhibition; inhibition, % at 10 µM; 200,000 compounds, 0.085% hits; AID 1385; hRad51 DNA strand exchange, fluorescence dequenching; Q06609;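 active = inhibition above 40% at the single screening dose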;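 note: 0% = DMSO control wells and 100% = blanks with heterologous ssDNA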
Target sequence (Q06609 whole entry, looked up): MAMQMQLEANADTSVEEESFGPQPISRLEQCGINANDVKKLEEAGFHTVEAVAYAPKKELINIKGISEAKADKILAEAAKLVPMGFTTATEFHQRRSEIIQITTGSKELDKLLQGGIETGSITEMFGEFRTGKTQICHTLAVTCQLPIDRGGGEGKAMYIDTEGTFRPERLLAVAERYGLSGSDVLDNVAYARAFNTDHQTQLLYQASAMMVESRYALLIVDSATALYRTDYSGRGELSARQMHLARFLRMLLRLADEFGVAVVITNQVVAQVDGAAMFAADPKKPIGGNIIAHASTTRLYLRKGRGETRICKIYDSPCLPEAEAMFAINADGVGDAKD
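Read-out basis: percent inhibition relative to plate controls and blanks / Assay system: human Rad51 nucleoprotein filaments preassembled on unlabelled ssDNA / Timing: filaments 15 min 37 °C, then compound 30 min / Control set: per-plate controls and blanks / Technique: fluorescence dequenching at 485/520 nm / Compound: 10 µM final, single point / Also added: Fluorescein- and BHQ1-tagged 47-mer duplex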
L929 necroptosis = L929 zVAD cell death inhibition; viability rescue, % at 10 µM; L929 zVAD necroptosis rescue, ATP luminescence, 24 h; with zVAD 60 µM; 220,000 compounds, 0.38% hits;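 active = activation, scaled between plate controls, above about 75%, limit read from the data; inactive = activation under that limit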;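 note: 0% = zVAD with DMSO and 100% = DMSO alone without zVAD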
Thrombin inh = thrombin (human) inhibition | inhibition, % at 5 µM | 220,000 compounds, 0.26% hits | alpha-thrombin, Boc-VPR-AMC fluorogenic substrate cleavage;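 active = inhibition at or above 40%; inactive = inhibition below 40%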;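 note: 0% = enzyme with no compound and 100% = wells without enzyme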
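Material: Human alpha-thrombin protein | Buffer or medium: pH 7.5 Tris-saline with Tween 20 | Reagent: Boc-VPR-AMC substrate, 15 µM final | Schedule: Reaction at ambient temperature | Detection: AMC fluorescence at 355 nm excitation and 460 nm emission | Evaluation: Percent inhibition scaled between no-compound controls and no-enzyme blanks | Controls: no-compound enzyme wells and no-enzyme blanks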
FXIa inh 1536 = inhibitors of human coagulation factor XIa; P03951; purified FXIa, Boc-Glu-Ala-Arg-AMC fluorogenic substrate; inhibition, % at 5 µM; 220,000 compounds, 0.14% hits; AID 798;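 active = inhibition of at least 40%; inactive = inhibition below 40%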;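 note: fluorescence of freed AMC excited at 355 nm; 0% = enzyme without compound and 100% = no enzyme blank; many of its hits are not listed in these tables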
TNF necrop inh = TNF-alpha cell death inhibition in Jurkat FADD-/- cells. 220,000 compounds, 0.068% hits. activation (protection from cell death), % at 10 µM. AID 463075. Jurkat FADD-/- TNF necroptosis rescue, ATP luminescence, 24 h; 0 = TNF only, 100 = no-TNF cells;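 active = activation, meaning protection from cell death, of at least 50% relative to plate controls; inactive = activation below 50%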;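 note: necroptosis triggered by 40 ng/mL TNF-alpha added together with compound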
Hck Nef HTS = inhibitors of human Hck kinase activated by Nef; inhibition, % at 20 µM; P08631; 220,000 compounds, 0.68% hits; Recombinant Hck-YEEI plus Nef, Z-Lyte FRET kinase assay;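 active = Hck-Nef kinase inhibition above about 50%, limit read from the data; inactive = inhibition below that limit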;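 note: 0% = DMSO with Hck plus Nef and 100% = Hck alone without Nef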
Target sequence (P08631 whole entry, looked up): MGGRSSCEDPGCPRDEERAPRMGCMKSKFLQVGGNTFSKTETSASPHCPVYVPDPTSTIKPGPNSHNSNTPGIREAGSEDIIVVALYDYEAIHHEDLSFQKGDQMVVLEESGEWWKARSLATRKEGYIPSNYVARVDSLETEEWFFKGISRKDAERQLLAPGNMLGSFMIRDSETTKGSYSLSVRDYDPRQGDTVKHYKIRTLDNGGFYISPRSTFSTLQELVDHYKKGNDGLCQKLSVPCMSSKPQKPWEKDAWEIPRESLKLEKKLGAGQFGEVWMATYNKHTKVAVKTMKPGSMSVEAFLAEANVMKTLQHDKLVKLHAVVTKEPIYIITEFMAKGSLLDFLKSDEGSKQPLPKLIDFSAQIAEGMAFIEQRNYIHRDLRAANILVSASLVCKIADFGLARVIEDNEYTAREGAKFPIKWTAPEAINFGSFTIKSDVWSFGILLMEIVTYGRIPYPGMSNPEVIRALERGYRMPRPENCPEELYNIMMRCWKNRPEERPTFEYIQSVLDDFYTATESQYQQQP
KCC2 mod = modulators of human KCC2 chloride dependent transport | AID 1456 | 190,000 compounds, 2.2% hits | KCC2 cells, thallium flux FluoZin-2 fluorescence | B-score of Tl+ flux slope (higher = more flux/activation; lower = inhibition) at 10 µM;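 active = thallium flux slope and its plate-corrected score both differing from the plate sample mean at a set confidence after two filtering rounds, in either direction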;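 note: slope of fluorescence scaled to starting intensity during 10 to 20 s after thallium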
* marks the source's active call; other numbers are inactive results; . = not tested or not shown. Only part of the results is shown; rates above refer to the full screens.

SMILES	hK5 inh	FXIIa inh	Rad51 HR inh	L929 necroptosis	Thrombin inh	FXIa inh 1536	TNF necrop inh	Hck Nef HTS	KCC2 mod
O=C(/C=C/c1ccco1)Oc1ccc(C(=S)N2CCOCC2)cc1	-1	4	4	0.3	11	-3	-2.4	20	0.064
Cc1ccc(NC(=O)c2ccc(Cl)cc2[N+](=O)[O-])nc1	-1	7	-88	1.2	3	-1	-3.8	-5	0.14
O=S(=O)(c1ccc2ccccc2c1)N1CCCCC1	18	19	-1	0.7	4	9	1.0	1	-0.6
CCCn1c(=O)c(C(=O)NCc2ccc(OC)c(OC)c2)c(O)c2ccccc21	-9	15	0	0.3	2	1	0.5	-1	-0.67
CCOC(=O)c1cc2c(ccn2C)n1CC(=O)N1CCC(Cc2ccccc2)CC1	13	7	-2	0.1	6	2	-0.8	-6	-5.9*
CCOC(=O)C1CCCN(c2c(NCCCN(C)c3ccccc3)c(=O)c2=O)C1 (stereo not drawn)	42*	26	2	0.6	22	11	2.5	4	.
CSCCC(NS(=O)(=O)c1cc(C(=O)O)ccc1Cl)C(=O)O (stereo not drawn)	0	4	2	3.3	-13	-4	1.0	23	-0.13
COc1cc(NC(=O)COC(=O)/C=C/c2c(C)nn(C3CCS(=O)(=O)C3)c2Cl)cc(OC)c1OC (stereo not drawn)	-19	-9	5	-0.3	-10	-6	-0.2	-2	0.46
Cc1cc(C)c2[nH]c(=O)c(CN(Cc3cccnc3)C(=S)NCCCN(C)C)cc2c1	0	9	-3	-0.5	-3	-3	3.6	18	0.0093
CCSc1nnc(NC(=O)[C@H](C)NC(=O)c2ccccc2Cl)s1	3	8	4	3.2	2	-1	0.3	15	-0.49
Clc1ccccc1-c1nc(N/N=C/c2cccnc2)c2ccccc2n1	2	3	3	0.5	2	3	-5.0	-1	0.37
O=C(O)CCC(=O)NCCc1cccc(Cl)c1	1	15	2	0.2	.	6	1.1	16	0.0078
Cc1ccc(C)c(N(CC(=O)NCc2ccc3c(c2)OCO3)C(=O)CCC(=O)Nc2ccccn2)c1	8	2	13	-0.8	-4	-28	-12	1	-2.2
N#CC1=C(N)SC2(CCCCC2)SC1c1ccccc1 (stereo not drawn)	-9	16	11	0.2	-8	6	-4.6	1	1
CSc1ccc(/C=N/NC(=O)CN2CCN(Cc3ccc(C)cc3)CC2)cc1	-6	12	2	1.2	-6	7	3.6	3	-1.4
Cc1ccc(-n2ccnc2SCC(=O)N(CC(C)C)C2CCS(=O)(=O)C2)c(C)c1 (stereo not drawn)	-7	2	10	-0.5	-5	0	-0.7	-1	.
O=C(CN1CCOCC1)Nc1nc2ccc(Br)cc2s1	-2	10	9	77*	4	7	4.3	-10	-0.3
COc1ccc2c(c1)c(=O)c(C(=O)c1ccc(Cl)cc1)cn2CC(=O)Nc1ccc(F)cc1	-10	17	.	.	2	12	0.0	26	0.99
COc1cc(/C=C(\C#N)c2[nH]nc(N)c2C#N)cc(OC)c1O	-6	-11	-10	1.6	0	2	4.3	24	0.5
COc1ccc(-c2oc(/N=C/N3CCCC3)c(C#N)c2-c2ccc(OC)cc2)cc1	-7	14	10	0.1	3	2	-0.9	0	.

Some of the entries above in a different format:
Clc1ccccc1-c1nc(N/N=C/c2cccnc2)c2ccccc2n1
  hK5 inh = 2; FXIIa inh = 3; Rad51 HR inh = 3; L929 necroptosis = 0.5; Thrombin inh = 2; FXIa inh 1536 = 3; TNF necrop inh = -5.0; Hck Nef HTS = -1; KCC2 mod = 0.37

O=C(O)CCC(=O)NCCc1cccc(Cl)c1
  hK5 inh = 1; FXIIa inh = 15; Rad51 HR inh = 2; L929 necroptosis = 0.2; Thrombin inh = .; FXIa inh 1536 = 6; TNF necrop inh = 1.1; Hck Nef HTS = 16; KCC2 mod = 0.0078

Cc1ccc(C)c(N(CC(=O)NCc2ccc3c(c2)OCO3)C(=O)CCC(=O)Nc2ccccn2)c1
  hK5 inh = 8; FXIIa inh = 2; Rad51 HR inh = 13; L929 necroptosis = -0.8; Thrombin inh = -4; FXIa inh 1536 = -28; TNF necrop inh = -12; Hck Nef HTS = 1; KCC2 mod = -2.2

N#CC1=C(N)SC2(CCCCC2)SC1c1ccccc1 (stereo not drawn)
  hK5 inh = -9; FXIIa inh = 16; Rad51 HR inh = 11; L929 necroptosis = 0.2; Thrombin inh = -8; FXIa inh 1536 = 6; TNF necrop inh = -4.6; Hck Nef HTS = 1; KCC2 mod = 1

Later entries:
SMILES	hK5 inh	FXIIa inh	Rad51 HR inh	L929 necroptosis	Thrombin inh	FXIa inh 1536	TNF necrop inh	Hck Nef HTS	KCC2 mod
Cc1ccc(S(=O)(=O)N[C@H](C(=O)OCn2nnc3ccccc3c2=O)C(C)C)cc1	4	5	-3	-0.2	3	-2	-4.1	0	-0.11
Cc1ccc(OCc2nnc(SCC(=O)c3ccccc3)n2-c2ccccc2)cc1	-11	6	-2	0.3	-5	1	0.8	14	1
COC(=O)c1ccc(OCC2c3cc(OC)c(OC)cc3CCN2C(=O)c2ccco2)cc1 (stereo not drawn)	-25	4	-5	1.1	1	-29	-10	-1	-0.49
O=C(CC1CCCCC1)Nc1ncn[nH]1	3	6	-5	0.1	0	5	-0.5	1	0.9
COC(=O)c1cc2oc(C)cc2n1CC(=O)N(C)c1ccccc1	-4	-1	-8	-0.8	-11	4	-0.9	5	-0.041
COc1ccc(-c2c(C#N)c(N)nc3c2c(=O)n(C)c(=O)n3C)cc1	-12	13	1	-0.2	1	3	-0.6	11	0.016
CCc1ccc(N(CC(=O)O)S(=O)(=O)c2c(C)noc2C)cc1	-11	16	-2	1.2	-10	4	0.7	-3	-0.33
CCCc1nc2c(sc3nc4c(cc32)COC(C)(C)C4)c(=O)o1	1	8	5	4.1	0	4	-2.3	4	-1.9
CCCCC(=O)/C=C/n1c(=S)oc2ccccc21	-24	3	-6	1.7	-6	-3	-8.4	4	0.041
COc1ccc2c(c1)Cc1sc(NC(=O)c3cccs3)nc1-2	-7	-15	2	0.3	-3	1	-2.0	6	-1.4
O=C(COC(=O)[C@H](Cc1ccccc1)NC(=O)c1cccs1)Nc1cc(F)ccc1F	-13	0	-3	0.3	-5	-2	1.0	0	-1.7
COc1ccc(N=C2S/C(=C\c3ccc(C)s3)C(=O)N2CC(C)C)cc1	7	2	7	-0.1	1	-3	-0.5	-2	0.0002
CCOC(=O)C1=NN(c2ccc(C)cc2)CC1C(=O)OC (stereo not drawn)	-3	8	9	-0.3	-2	6	1.3	3	-0.55
CC(=O)NS(=O)(=O)c1ccc(NC(=O)c2ccc3c(c2)C(=O)N(CCC(C)C)C3=O)cc1	-9	5	12	0.0	0	7	0.8	3	-1.3
Cc1cc(C(F)F)n2ncc(C(=O)N3CCc4ccccc4C3)c2n1	-15	4	1	-0.1	5	-2	-1.0	0	-0.81
Cc1ccc(NC(=O)COC(=O)CCOc2ccccc2C)cc1	-2	6	13	3.1	-5	-2	0.1	-3	-1.3
CC(=O)OC(C(=O)Nc1ccccc1)C(C)S(=O)(=O)c1ccccc1 (stereo not drawn)	1	23	-5	-0.3	3	19	-5.0	0	-0.13
Cc1c(NC(=O)c2cnn3c2NC(c2ccccc2)CC3C(F)(F)F)c(=O)n(-c2ccccc2)n1C (stereo not drawn)	-7	10	-5	1.3	0	3	-1.6	-2	0.99
COc1ccc(C)cc1S(=O)(=O)NC1CCCC1	6	14	1	0.2	3	7	1.1	7	1
Cc1cc(C(C)(C)C)oc1C(=O)N1CCN(C(=O)c2oc(C(C)(C)C)cc2C)CC1	7	6	-9	-0.4	-1	-5	-0.1	-8	0.33
COc1ccc(C(=O)O)cc1S(=O)(=O)N(C)C	11	10	3	4.0	-8	2	0.4	17	-0.38
Cc1cc(O)c(-c2cc(C(=O)NCCc3ccc(S(N)(=O)=O)cc3)[nH]n2)cc1C	-1	4	21	-0.2	-2	-2	0.0	24	0.63
COc1cccc(CNC(=O)C2CCN(S(=O)(=O)c3cccs3)CC2)c1	-6	13	-1	0.0	0	7	2.4	-1	1.6
Cn1c(=O)[nH]c(=O)c2c1nc(NC1CCCCC1)n2CC(=O)NC1CCCCC1	5	3	-4	0.7	-7	-25	-0.2	1	-0.97
CCOC(=O)N1CCC(N2Cc3cccc(C(=O)Nc4ccc(CC)cc4)c3C2=O)CC1	-8	2	-2	-1.0	-5	-4	-5.4	-3	-0.056
O=C(CSC1=N/C(=C/c2ccc(Cl)c(Cl)c2)C(=O)N1c1ccccc1F)NC1CC1	-34	5	-5	3.2	-2	3	1.6	10	-0.28
Nc1ccccc1NC1=CC(=O)CC(c2ccccc2)C1 (stereo not drawn)	2	6	1	2.1	-4	-2	4.5	19	1.5
Cc1ccc(-c2nc(-c3ccccn3)sc2CC(=O)O)cc1	2	5	47*	0.2	1	0	0.6	3	-1
O=C1c2ccccc2C(Nc2ccc(S(=O)(=O)N3CCOCC3)cc2)N1c1ccccn1 (stereo not drawn)	-16	12	-4	-0.6	-6	3	0.8	2	0.39
C(=N\n1cnnc1)/c1cccnc1	25	10	1	0.7	-1	2	-0.6	1	0.87
CCOC(=O)c1csc(COc2ccc(OC)cc2)n1	3	7	.	0.3	-1	2	1.4	16	-0.71
Cc1c(C(=O)C(C)C)n(C)c2ccccc12	1	2	-13	0.2	-5	6	-1.0	0	0.54
Cc1cccc(Nc2nnc(SC3CCOC3=O)s2)c1C (stereo not drawn)	4	1	-49	0.8	-14	-4	0.5	27	-1.3
COc1ccc2nc(SCC(=O)Nc3ccc4sc(C)nc4c3)c(C#N)cc2c1	-18	3	-10	0.3	0	3	-5.6	15	.
COc1ccc(Nc2nnc(-c3ccc(O)cc3)c3ccccc23)cc1	-5	-1	3	75*	.	1	-6.8	15	-3.7
COc1ccccc1CCn1cnc2c3cc(C)ccc3n(C)c2c1=O	-10	14	7	0.6	3	3	4.2	0	.
Cc1ccc(C(O)c2nccn2C)o1 (stereo not drawn)	11	-4	2	0.4	26	8	2.1	-4	0.026
O=C(CCc1nnc(CCCc2ccccc2)o1)NCCc1ccco1	2	13	8	-0.1	-13	2	0.5	23	-0.26

Arranged by value in hK5 inh (descending): five from the list above
Compound	hK5 inh	FXIIa inh	Rad51 HR inh	Thrombin inh	FXIa inh 1536	Hck Nef HTS	KCC2 mod
Cc1ccc(C)c(N(CC(=O)NCc2ccc3c(c2)OCO3)C(=O)CCC(=O)Nc2ccccn2)c1	8	2	13	-4	-28	1	-2.2
Cc1ccc(-c2nc(-c3ccccn3)sc2CC(=O)O)cc1	2	5	47*	1	0	3	-1
COc1cc(/C=C(\C#N)c2[nH]nc(N)c2C#N)cc(OC)c1O	-6	-11	-10	0	2	24	0.5
COc1ccc2c(c1)Cc1sc(NC(=O)c3cccs3)nc1-2	-7	-15	2	-3	1	6	-1.4
COc1ccccc1CCn1cnc2c3cc(C)ccc3n(C)c2c1=O	-10	14	7	3	3	0	.
